Screening results (PubChem BioAssay)
Menin MLL FP TR: displaces Texas Red mutant MLL peptide from human menin; 270,000 compounds, 0.23% hits; O00255; Menin + Texas Red MLL mutant peptide, fluorescence polarization; Potency, µM (titrated, usually from 61.6 µM), inactives show at the highest dose FP activity change, negative = inhibition, most hits filed as inhibitors; active means well fitted inhibition curve with a large enough effect in the polarisation, with a control signal flat, not every such curve was filed as active; inconclusive means small, poorly fitted or top-dose-only effect, or effect the other way, or a change in a side signal; inactive means no such curve, though single readings can be large or run the other way; the % refers to the polarisation; further: potency means the concentration at half of the fitted maximal effect; % of control where 0% means no effect; many of its hits are not listed in these tables
B2AR arrestin: recruits beta-arrestin to the human beta2-adrenergic receptor; P07550; beta-arrestin recruitment to beta2AR, cell-based reporter; Potency, µM (series often up to 46.1 µM), for the others: at the top dose activation, hits mostly activators; 330,000 compounds, 0.02% hits; AID 492947;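 further: potency means the concentration at half of the fitted maximal effect; 0% = DMSO controls and full agonism = EC100 isoproterenol or metaproterenol; nearly all actives have a fitted effect of over 65% in size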
Target sequence (P07550 whole entry, looked up): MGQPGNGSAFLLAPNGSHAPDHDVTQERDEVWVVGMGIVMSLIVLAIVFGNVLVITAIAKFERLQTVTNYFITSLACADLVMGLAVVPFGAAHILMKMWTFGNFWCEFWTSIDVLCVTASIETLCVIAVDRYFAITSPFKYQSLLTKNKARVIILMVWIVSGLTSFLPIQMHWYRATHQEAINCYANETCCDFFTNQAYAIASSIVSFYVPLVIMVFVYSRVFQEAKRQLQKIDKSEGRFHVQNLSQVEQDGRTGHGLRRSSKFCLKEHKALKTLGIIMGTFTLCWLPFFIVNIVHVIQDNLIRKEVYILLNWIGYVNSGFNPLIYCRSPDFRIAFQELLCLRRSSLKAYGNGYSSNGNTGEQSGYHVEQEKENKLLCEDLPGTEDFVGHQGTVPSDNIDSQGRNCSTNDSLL
MLL CXXC-DNA inh: inhibitors of human MLL CXXC domain-DNA interaction. 290,000 compounds, 0.037% hits. Potency, µM (highest dose often 115 µM), for inactives: at the highest dose activity change, negative = inhibition, usual class: inhibitors. Q03164. MLL-CXXC / FITC-HOXA9 DNA fluorescence polarization; active means well fitted inhibition curve with a large enough effect in the polarisation, with a control signal flat, not every such curve was filed as active; inconclusive means small, poorly fitted or top-dose-only effect, or effect the other way, or a change in a side signal; inactive means no such curve, though single readings can be large or run the other way; the % refers to the polarisation; further: potency means the concentration at half of the fitted maximal effect
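Purified MLL-CXXC (added from a 7 uM solution) was preincubated 5 min at ambient with pinned compounds in 50 mM Tris-HCl pH 7.5, 50 mM NaCl, 1 mM DTT, 0.05% BSA. Fluorescein-labeled HOX-A9 DNA (50 nM solution) followed, 30 min, then polarization read.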
hERG WT inh: inhibitors of human wildtype KCNH2 potassium channel | Q12809 | U2OS, BacMam KCNH2, thallium flux FluxOr; active compounds read low | activity change, % at 1.84 µM | 340,000 compounds, 0.37% hits;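 active means maximum activity change below -70%; inconclusive means maximum activity change between -70% and -50%; inactive means maximum activity change above -50%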; further: on the % scale 0 is the no-effect control and ±100 the full control effect
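U2OS cells transduced with wild-type KCNH2 virus are loaded with FluxOr dye for 45 min, and thallium flux is measured in kinetic reads before and after stimulation buffer. Rate constants are normalized to DMSO controls.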
Giardia kill: kills Giardia lamblia. Giardia lamblia trophozoite viability. activity change, % at 7.66 µM, hits read low. 340,000 compounds, 0.15% hits. AID 540267; in the data active means activity change below about -80%; inconclusive means between about -30% and that limit;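 further: parasites exposed to compound for two days anaerobically before the ATP read; on the % scale 0 is the no-effect control and ±100 the full control effect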
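ATP-content bioluminescence gauges trophozoite survival. Cells (100/well) receive compound and incubate anaerobically for 48 hrs at 37 deg C; detection reagent follows for 15-30 min at room temperature.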
FBPA coupling cs: counter-screen for Giardia aldolase inhibitors: coupling enzyme system; activity change, negative = inhibition, % at 58.2 µM, hits read low; AID 2472; 290,000 compounds, 0.67% hits; coupling enzyme system counterscreen, AmpLite Red fluorescence; in the data active means activity change below about -30%; further: on the % scale 0 is the no-effect control and ±100 the full control effect
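Counterscreen lacking aldolase: glyceraldehyde-3-phosphate coupling-enzyme reagent preincubated 10 min at RT with compound (at 57.5 uM final), then substrate/coupling system with AmpLite Red added; fluorescence read at 525/598 nm after 20 min RT.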
PKM2 act: increases activity of human pyruvate kinase M2; 260,000 compounds, 0.34% hits; P14618; Potency, µM (highest dose often 57.5 µM), inactives show at the top dose activation, usual class: activators; purified PKM2, Kinase-Glo ATP luminescence, activation; response scale: 0% is enzyme alone, no compound; further: potency means the concentration at half of the fitted maximal effect; on the % scale 0 is the no-effect control and ±100 the full control effect; nearly all actives have a fitted effect of over 55% in size
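ATP formation by purified human PK-M2, quantified via coupled luciferase luminescence after 1 h at room temperature with 0.1 mM ADP and 0.5 mM PEP final.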
GALK inh: galactokinase (human) inhibition; P51570; Purified GALK, Kinase-Glo residual ATP luminescence; Potency, µM (highest dose often 57.5 µM), for the others: at the highest dose activity change, negative = inhibition, usual class: inhibitors; 270,000 compounds, 0.007% hits; AID 1868; further: potency means the concentration at half of the fitted maximal effect; on the % scale 0 is the no-effect control and ±100 the full control effect
Target sequence (P51570 whole entry, looked up): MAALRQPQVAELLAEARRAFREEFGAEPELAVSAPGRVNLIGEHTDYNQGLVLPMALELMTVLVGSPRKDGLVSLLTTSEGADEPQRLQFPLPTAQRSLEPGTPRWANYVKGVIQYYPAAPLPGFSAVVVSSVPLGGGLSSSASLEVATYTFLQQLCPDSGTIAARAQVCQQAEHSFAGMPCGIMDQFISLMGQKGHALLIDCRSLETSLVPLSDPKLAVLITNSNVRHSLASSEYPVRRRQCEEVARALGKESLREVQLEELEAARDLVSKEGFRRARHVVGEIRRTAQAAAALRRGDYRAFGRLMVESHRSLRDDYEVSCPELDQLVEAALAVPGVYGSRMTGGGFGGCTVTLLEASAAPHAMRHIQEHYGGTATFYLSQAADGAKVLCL
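ATP-depletion format; final 35 uM ATP, 100 uM D-galactose, 5 nM enzyme; pH 8.0 HEPES/Mg2+ buffer; 60 min RT; luminescence read 10 min after detection reagent.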
USP2a inh: blocks human ubiquitin-specific protease USP2a | O75604 | 330,000 compounds, 0.01% hits | USP2 core, Ub-CHOP2 coupled fluorogenic reporter, 485/531 | AID 463254 | Potency, µM (titrated, usually from 38.3 µM), for the others: top-dose activity change, negative = inhibition, most hits filed as inhibitors;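 further: potency means the concentration at half of the fitted maximal effect; plate controls were DMSO wells for no effect and full inhibition by NEM control for full effect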
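Deubiquitinase activity read as fluorescence (485/531 nm) after Ub-CHOP2 cleavage activates the enterokinase reporter on its substrate; USP2 core 10nM, Ub-CHOP2 and substrate 25nM each, 30min compound preincubation then 60min RT; data normalized to NEM, curves fitted.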
KCNH2 3.1 block: inhibitors of human KCNH2 3.1 potassium channel isoform; U2OS KCNH2 3.1, thallium flux FluxOr; active compounds read low; activity change, % (tested at about 1.8 µM); 340,000 compounds, 0.95% hits;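 active means maximum activity change below -70%; inconclusive means maximum activity change from -70% to -50%; inactive means maximum activity change above -50%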;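 further: thallium influx rate constant from kinetic fluorescence after stimulation buffer; on the % scale 0 is the no-effect control and ±100 the full control effect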
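Thallium flux via FluxOr fluorescence (Red40 quencher, 45 min loading) in U2OS cells virally expressing the KCNH2 3.1 isoform (1.77 x 10^8 /mL virus, overnight at 37 C). Rate constants from 2-min kinetic reads post-stimulation, normalised to positive and negative controls.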
TRPV1 ag: human TRPV1 agonism. AID 540275. Q8NER1. 320,000 compounds, 0.19% hits. activation, % at 8.33 µM. TRPV1-expressing cells, Fluo-8 calcium influx, agonist mode; in the data active means activation above about 80%; inconclusive means between about 30% and that limit; further: 0% is about no effect
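Cells expressing TRPV1 were dye-loaded with Fluo-8 and read kinetically: 10 s baseline, 3 min after compound (agonist portion), then 2 min after EC20 capsaicin (allosteric enhancer portion). Calcium-bound dye fluorescence at 480/520 nm.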
The depositor's hits bear a star; u = inconclusive; x = not tested or not shown; [ ] = dose if it differs, or a comment. Unless noted, the call rests on the fitted dose curve; in most records, active means well fitted curve in the direction sought with a large enough effect; inconclusive means small, poorly fitted or top-dose-only effect, or another doubt; inactive means no such curve, though single readings can be large; an effect the other way counts as inactive or inconclusive. Some of the compounds tested; count on the stated rates, not on these rows.

SMILES	Menin MLL FP TR	B2AR arrestin	MLL CXXC-DNA inh	hERG WT inh	Giardia kill	FBPA coupling cs	PKM2 act	GALK inh	USP2a inh	KCNH2 3.1 block	TRPV1 ag
Cc1ccc(C(=O)N/C(=C\c2sccc2C)C(=O)NCc2ccco2)cc1	-11%	0.5%	3%	-7	-2	4	0%	-3%	1%	13	4
CCCc1nc2c(sc3nc4c(cc32)COC(C)(C)C4)c(=O)n1CCN(CC)CC	2%	0.0%	15%	32	4	5	0%	-1%	-6%	-9	-4
Cn1nc(-c2ccccc2)c2cc([N+](=O)[O-])ccc21	-3%	-1.6%	1%	-7	-28	0	1%[11.5 µM]	-4%	0%	9	2
CCN(C(=O)COC(=O)C1CCN(S(=O)(=O)c2ccc(C)c(C)c2)CC1)C1CCCCC1	x	0.4%	x	4	-5	x	x	x	-9%	7	12
CN(C)C(CNC(=O)c1ccc(NC(=O)CC#N)cc1)c1ccccc1 (stereo not given)	1%	0.0%	23%	-7	-16	-2	x	-8%	-1%	3	1
Cc1c(C(=O)C(=O)N2c3ccc(F)cc3CCC2C)c2ccccc2n1C (stereo not given)	-8%	-1.0%	-5%	6	5	-7	12%	-1%	1%	1	-4
COc1ccc(/C=C/C(=O)Oc2ccc(C)c(C)c2)cc1OC	13%	0.1%	u	-7	36[activator]	0	-6%	-1%	-19%	-35	-2
COc1ccc(C(=O)NC(CCSC)C(=O)NC2CC2)cc1 (stereo not given)	x	-0.8%	x	-3	2	x	x	x	-2%	-46	0
N#CCCCn1c(=O)oc2ccccc21	7%	-0.2%	1%	3	3	5	13%	0%	0%	-7	-2
COc1cccc(C(=O)NNC(=O)c2ccccc2)c1	-22%	-0.2%	-1%	-17	5	1	-2%	-5%	-1%	4	0
O=S(=O)(Nc1ccc(-n2cccc2)cc1)c1ccccc1	17%	0.0%	0%	-6	14	-2	16µM*	-4%	0%	0	14
CCN(CC)CC(=O)NC12CC3CC(CC(C3)C1)C2	0%	-0.3%	9%	20	-5	3	0%	0%	1%	-17	3
COc1ccc(C(=O)Nc2nccs2)cc1[N+](=O)[O-]	-7%	-0.4%	7%	-6	8	4	1%	1%	3%	-4	-2
O=C(Cn1nnc2ccccc2c1=O)Nc1ccc2c(c1)CCC2	1%	0.2%	-1%	-11	9	0	-8%	3%	1%	0	-1
COc1cc(/C=C/C(=O)OCC(=O)Nc2ccc(S(=O)(=O)N3CCCC3)cc2)ccc1O	u	-1.8%	9%	1	-4	-1	17%	0%	3%	3	u
COc1cc(N2CCCC2)ccc1[N+](=O)[O-]	-9%	-0.1%	-6%	-9	17	-18	-8%	x	1%	5	3
Cc1ccccc1Cn1c(=N)n(CC(=O)c2ccc([N+](=O)[O-])cc2)c2ccccc21	-8%	0.0%	29%	-17	6	-2	0%	0%	3%	-37	4
C=C1C(=O)O[C@@H]2C[C@@H](C)[C@@H]3C=CC(=O)[C@@]3(C)[C@@H](OC(C)=O)[C@H]12	x	-0.5%	-6%	0	-25	3	12%	-5%	9%	25	0
CCc1nnc(NC(=O)Cc2ccc(Br)cc2)s1	u	-0.3%	-9%	-13	4	6	-1%	1%	2%	12	-6
Cc1oc(-c2ccccc2Cl)nc1CS(=O)CC(=O)NCc1ccc(Cl)cc1 (stereo not given)	-2%	-0.1%	1%	-3	10	-3	4%	-1%	-1%	-8	10
N#Cc1c(-c2ccccc2)cc2nc3ccccc3n2c1N	15%	-0.1%	-4%	-5	-10	2	4%	-2%	4%	9	u
COc1ccc(-c2[nH]nc(-c3ccccc3)c2-c2nc3ccccc3[nH]2)cc1	11%	-0.4%	38%[activator]	13	-7	x	-3%	-3%	4%	-22	26
Cc1ccc(C)c(OCCN2C(=O)NC3(CCc4ccccc4C3)C2=O)c1 (stereo not given)	-5%	7.0%	-5%	5	-21	0	-2%	-2%	-7%	19	u
COc1ccccc1NC(=O)Nc1ccc2c(c1)nc(C)n2C	6%	-0.1%	-7%	-3	u	-1	-23%	7%	1%	-4	-2
Cc1ccc(C(=O)NCC(=O)NCC(=O)OCC(=O)c2ccc(F)cc2)cc1	-9%	-0.4%	0%	0	-6	1	0%	x	2%	0	1
CCOC(=O)C(NC(=O)c1cccc(Cl)c1)(Nc1sc2c(c1C(N)=O)CCC2)C(F)(F)F (stereo not given)	-8%	0.8%	3%	1	9	-4	24%	1%	5%	19	1
COc1ccc(NC(=O)N(C)C[C@H]2Oc3ccc(NS(=O)(=O)c4cccs4)cc3C(=O)N([C@H](C)CO)C[C@@H]2C)cc1	x	-0.2%	x	1	8	x	x	x	5%	-6	x
Cc1ccc(C)c(N(CC(=O)NC2CCCC2)C(=O)CNC(=O)c2cccs2)c1	x	-0.7%	-1%	-1	-4	3	x	0%	7%	-14	-1
C=CCNc1ncnc2c1cnn2-c1cccc(C)c1	-4%	-0.1%	-3%	11	-4	1	-4%	-1%	0%	11	9
CCOC(=O)C(NC(=O)c1ccccc1Cl)(Nc1ccc(C)c(C)c1)C(F)(F)F (stereo not given)	7%	1.2%	1%	7	2	-1	5%	1%	4%	-4	-1
O=C(O)c1cc(-c2ccccc2Cl)n(-c2ccc(F)cc2)n1	-11%	-1.1%	u	0	-11	-14	x	7%	7%	-22	-2
CCS(=O)(=O)c1c([N+](=O)[O-])ncn1C	-13%	0.1%	u	0	-22	-1	-9%	1%	4%	-15	-7
O=C(Cn1cncn1)NCc1ccc(Cl)cc1	-8%	-0.3%	5%	5	5	-4	-1%	x	4%	-4	4
COc1ccccc1NC(=O)NC1(C(=O)N2CCC(C)CC2)CCCCC1	13%	-0.9%	16%	0	1	-1	-4%	-2%	1%	5	1
CCOC(=O)CNC(=O)CSc1nnc(SCC(=O)NCC(=O)OCC)s1	5%	0.0%	5%	2	-12	0	-3%	-1%	3%	7	-3
CC1(c2ccccc2)O[C@@H]2C[C@H]3[C@@H]4CCC5=CC(=O)C=C[C@]5(C)[C@@]4(F)[C@@H](O)C[C@]3(C)[C@]2(C(=O)CO)O1 (stereo not given in full)	x	-0.1%	0%	1	39[activator]	0	5%	-3%	-1%	-12	8
COc1cc(/C=N/NC(=O)C(=O)NCc2ccco2)cc(Br)c1O	x	0.5%	1%	2	-4	0	5%	-3%	-6%	-3	1
Cc1ccc(NC(=O)C2CCN(S(=O)(=O)c3ccc4c(c3)CC(C)N4C(=O)C3CCC3)CC2)nc1 (stereo not given)	19%	0.3%	9%	-4	14	0	x	-1%	-2%	-9	1
Cc1cc(S(=O)(=O)N2CCN(C(=O)CCC(=O)N3CCOCC3)CC2)ccc1Br	x	4.2%	-11%	-10	10	1	-5%	0%	-2%	-1	0
COCCCNC(=O)c1cc2c(-c3ccc(Cl)cc3)nn(C)c2s1	5%	0.3%	-2%	4	4	0	4%	2%	4%	-1	1
Cc1ccc(C(=O)N2CCN(c3ncccn3)CC2)cc1NC1=NC2CS(=O)(=O)CC2S1 (stereo not given)	-12%	-0.1%	x	2	10	-1	2%	x	3%	9	-2
CCOC(=O)C1CCCN(Cc2cc(Br)c(OC)cc2OC)C1 (stereo not given)	-6%	-0.1%	-4%	7	-2	-4	4%	-2%	-1%	8	1
Cc1cccc(N2CC(O)=C(c3nc4ccccc4n3C)C2=N)c1	1%	-1.1%	-14%	2	25	x	-2%	0%	0%	10	-2
CC(/C=N\NC(=O)CN1CCN(S(=O)(=O)c2ccc(C)cc2)CC1)=C\c1ccccc1	12%	0.0%	7%	-8	-2	6	1%	1%	-6%	-84*	21
Cn1nnc(NC(=S)NC(=O)c2cccc3c(Cl)cccc23)n1	x	-0.2%	0%	-11	6	x	x	-4%	-1%	0	0
COc1ccccc1CNC(=O)c1ccc2nc3[nH]c4ccccc4c3nc2c1	26%	-1.0%	8%	1	-15	-4	6%	-2%	-1%	9	0
CCNC(=O)c1c(O)c2cccc3c2n(c1=O)CC3	-6%	-0.7%	2%	-1	6	-1	-11%	0%	2%	-14	4
Cc1cc(C)n(-c2cc(N3CCOCC3)nc(-c3ccccc3)n2)n1	-1%	-0.2%	-8%	16	-9	-1	5%	0%	5%	-2	-15
Cc1ccc2nc(-c3ccc(S(=O)(=O)N4CCCCC4)cc3)cn2c1	11%	-0.9%	-5%	-1	-18	0	3%	0%	2%	-32	u
